Compound activity from PubChem BioAssay.
14-3-3 PPI: 14-3-3 gamma protein interaction modulation | 0.19% of 160,000 active | P61981 | inhibition, % at 40 µM | FP, 14-3-3gamma / TMR-pS259-Raf peptide binding; in the data active = inhibition above about 30%;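 also: 0% = protein plus tracer without compound and 100% = blank with tracer alone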
Target sequence (P61981 whole entry, looked up): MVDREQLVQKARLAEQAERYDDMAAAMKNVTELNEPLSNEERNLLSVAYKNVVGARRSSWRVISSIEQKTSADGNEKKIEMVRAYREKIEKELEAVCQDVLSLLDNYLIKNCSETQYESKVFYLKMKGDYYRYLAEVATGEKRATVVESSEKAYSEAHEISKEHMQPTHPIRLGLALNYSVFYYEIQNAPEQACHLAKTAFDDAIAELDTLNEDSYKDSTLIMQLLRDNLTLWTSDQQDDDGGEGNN
An asterisk follows results filed as active; & = joins results of further samples. Only part of the results is shown; the hit share may differ from the screen's.

14-3-3 PPI | structure
-140 | COc1ccc2nc(SCc3cccc(I)c3)[nH]c2c1
3 | CCn1cc(C(=O)N2CCN(c3ccccc3)CC2)c(=O)c2cc(S(=O)(=O)N3CCCC3)ccc21
2 | CC1=C(C(=O)Nc2cccc(C(F)(F)F)c2)C(c2ccc(C)cc2)C2=C(CC(C)(C)CC2=O)N1 (stereo unspecified)
-7 | Cc1ccc(NC(=O)Cn2c(C)cc(C)c(C#N)c2=O)c(Cl)c1
-8 | Cn1c(SCC(N)=O)nc2c([nH]c3ccccc32)c1=O
1 | Cc1sc(NC(=O)c2cc3ccccc3c(=O)o2)c(C(=O)OC(C)C)c1C
-2 | CCOc1ccc(-n2nc3ccc(NC(=O)c4ccc(C)c([N+](=O)[O-])c4)cc3n2)cc1
-5 | Cn1nnc2c(sc3nc(N4CCOCC4)c4c(c32)CCCC4)c1=O
-6 | COC(=O)c1[nH]c2ccc(C)cc2c1NS(=O)(=O)c1ccc(F)c(C)c1
-2 | COC(=O)c1ccsc1NC(=O)c1ccc2c(c1)OCCO2
0 | COc1ccc2cc3cc(C(=O)NCc4ccc(C)cc4)oc3nc2c1
5 | CCOc1ccc(NC(=O)c2cc3n(n2)C(C(F)(F)F)CC(c2ccc(C)cc2)N3)cc1 (stereo unspecified)
2&-9 | CCOc1ccc2c(c1)sc(=NC(=O)C1CC1)n2C
-8 | O=C(CSCC(=O)n1c2c(c3ccccc31)CCCC2)Nc1ccccc1
-6 | CCCS(=O)(=O)N1CCC(C(=O)NCCN(C)Cc2ccccc2)CC1
-4 | CCOC(=O)N1CCC(NC(=O)C2CCCN(C(=O)N3CCOc4ccccc43)C2)CC1 (stereo unspecified)
-6 | CC(=O)Nc1nc(-c2ccc(Br)s2)cs1
-7 | CCC(NS(=O)(=O)c1c(C)[nH]c(=O)[nH]c1=O)C12CC3CC(CC(C3)C1)C2 (stereo unspecified)
-13 | O=C(Nc1c2c(nn1-c1cccc(Cl)c1)CS(=O)(=O)C2)c1cc([N+](=O)[O-])ccc1Cl
6 | CCOc1ccc2nc(SCC(=O)NCCc3ccccc3)sc2c1
-25 | Cc1cc(NC(=O)CSc2nnnn2C2CCCC2)no1
-34 | COc1cccc(NS(=O)(=O)c2ccc3[nH]cc(C(=O)N4CCc5ccccc54)c(=O)c3c2)c1
-9 | O=C1C2C(C(=O)N1c1ccc3c(c1)OCO3)C1C=CC2C12CC2 (stereo unspecified)
-11 | COc1ccc(CCNS(=O)(=O)c2cccs2)cc1OC
-14 | O=C(CSc1nc2ccsc2c(=O)n1-c1ccc(Br)cc1)NCc1ccco1
-5 | CS(=O)(=O)N(CC(=O)N1CCc2ccccc2C1)c1ccc2c(c1)OCO2
-1 | COc1ccc(-c2cc(C(F)(F)F)nc(S(=O)(=O)CCCC(=O)O)n2)cc1OC
-9 | CCOC(=O)n1c(=O)oc2cc(S(=O)(=O)N3CCOCC3)ccc21
-3 | O=c1c2cc(N3CCOCC3)ccc2[nH]c(=S)n1CCCN1CCOCC1
2 | Cn1cnnc1SCC(=O)Nc1ccc(OC(F)(F)F)cc1
0 | O=C1CSC(c2ccc([N+](=O)[O-])cc2)N1c1ccc(Cl)cc1 (stereo unspecified)
-19 | N#Cc1c(NC(=O)c2ccc(Br)c(S(=O)(=O)N3CCOCC3)c2)sc2c1CCCC2
-7 | CCOc1ccc2[nH]c(=O)c(CN(CCO)C(=O)CC)cc2c1
4 | O=C(Nc1c2c(nn1-c1ccc(F)cc1)CSC2)C1CCCCC1
-207 | COC(=O)c1ccc2c(c1)sc(=NC(=O)CSC(C)=O)n2C
1 | Clc1ccc(C2C=C(c3ccccc3)Nc3nnnn32)cc1 (stereo unspecified)
-12 | O=C(O)c1ccc(COc2cccc3ccccc23)o1
-4 | O=C(NCc1cccc(C(F)(F)F)c1)C1CCCN(c2ncccn2)C1 (stereo unspecified)
-18 | Cc1ccc(C)c(N2CCN(S(=O)(=O)c3ccc4c(c3)CCC(=O)N4)CC2)c1
-11 | CC(C)(C)C(=O)COC(=O)c1cccc(NC(=O)c2ccco2)c1

Some of the entries above, reformatted:
SMILES: COC(=O)c1ccc2c(c1)sc(=NC(=O)CSC(C)=O)n2C
  14-3-3 PPI: -207

SMILES: Clc1ccc(C2C=C(c3ccccc3)Nc3nnnn32)cc1 (stereo unspecified)
  14-3-3 PPI: 1

(cont.)
14-3-3 PPI | structure
-4 | O=C(CN1/C(=C(/O)c2ccccc2)C(=O)c2ccccc2S1(=O)=O)c1ccc(Br)cc1
-3 | O=C(NCCc1ccccc1)c1ccc2c(c1)N(Cc1ccccc1Cl)C(=O)CS2
0&3 | C=CCn1c(-c2ccoc2)n[nH]c1=S
2 | COc1ccc(NC(=O)c2ccc3c(c2)OCO3)cc1Cl
-12 | COc1ccc(S(=O)(=O)Nc2cc3c4c(oc3c3ccccc23)CCC(C)C4)cc1 (stereo unspecified)
-1 | Cc1ccc(N=Cc2cccc(O)c2O)c(C)c1
-1 | CCc1ccccc1NC(=O)CCc1nc(-c2ccc(C)cc2)no1
-4 | CCc1ccc(C(=O)CC2(O)C(=O)N(CCCC#N)c3ccccc32)cc1 (stereo unspecified)
-17 | CCc1cccc(C)c1NC(=O)CN1CCCN(S(=O)(=O)c2ccc(Br)s2)CC1
-5 | CCC(C(=O)Nc1ncn[nH]1)(C(F)(F)F)C(F)(F)F
-3 | CCOc1ccc(-n2nnnc2SCC(=O)c2ccccc2)cc1
-7 | COC(=O)C1=C(C)NC(=S)NC1c1cn(-c2ccccc2)nc1-c1ccc(F)cc1 (stereo unspecified)
1&0 | Cc1ccc(CCN2CC(C(=O)NCc3ccco3)CC2=O)cc1 (stereo unspecified)
-7 | COc1ccc(-c2cc(O)cc(O)c2)cc1
-4 | Cc1nc2c(C(=O)N3CCc4ccccc4C3)cnn2c(C)c1Cc1ccc(Cl)cc1
-5 | COc1ccccc1OCC(=O)Nc1cccc(C(=O)N2CCOCC2)c1
-5 | COc1ccc(Cc2nnc(SCC(=O)NCC3CCCO3)o2)cc1 (stereo unspecified)
0 | O=C(NC(Cc1ccccc1)c1nc2ccccc2[nH]1)c1ccccc1 (stereo unspecified)
-3 | CCOC(=O)c1c(NC(=O)c2cc3ccccc3oc2=O)sc2c1CCC(C)C2 (stereo unspecified)
13 | Cc1cc(C)nc(/N=C(\N)Nc2ccc(Cl)cc2)n1
-7 | CCC(=O)Nc1c(-c2ccccc2)nc2c(C)cccn12
1 | Cc1ccc(C2C(=O)N(C3CCCCC3)CC(=O)N2C2CCCC2)cc1 (stereo unspecified)
-24 | O=[N+]([O-])c1ccc(-c2nc3cc([N+](=O)[O-])ccc3n2-c2ccccc2)cc1
-17 | Cc1oc(-c2cccs2)nc1CS(=O)CC(=O)NCCCOC(C)C (stereo unspecified)
-11 | Cc1c(O)ccc(-c2[nH]ncc2Oc2ccccc2)c1O
-5 | NC(=O)C[C@@H]1N[C@]2(C(=O)Nc3ccccc32)[C@@H]2C(=O)N(C3CCCCC3)C(=O)[C@H]12
0 | O=C(CSc1nn(-c2ccccc2)c(=S)s1)Nn1cnnc1
-1 | CCC(C)NS(=O)(=O)c1ccc2c(c1)CCC(=O)N2 (stereo unspecified)
-25 | CC(=O)c1ccc(NC(=O)c2cnc3ccccc3n2)cc1
0 | N#CC1=C2SCC(O)(c3ccccc3)N2C(=O)CC1c1ccccc1 (stereo unspecified)

Given as tab-separated lines: 17 of the compounds above.
mol	14-3-3 PPI
COc1ccc(-c2cc(O)cc(O)c2)cc1	-7
Cc1nc2c(C(=O)N3CCc4ccccc4C3)cnn2c(C)c1Cc1ccc(Cl)cc1	-4
COc1ccccc1OCC(=O)Nc1cccc(C(=O)N2CCOCC2)c1	-5
COc1ccc(Cc2nnc(SCC(=O)NCC3CCCO3)o2)cc1 (stereo unspecified)	-5
O=C(NC(Cc1ccccc1)c1nc2ccccc2[nH]1)c1ccccc1 (stereo unspecified)	0
CCOC(=O)c1c(NC(=O)c2cc3ccccc3oc2=O)sc2c1CCC(C)C2 (stereo unspecified)	-3
Cc1cc(C)nc(/N=C(\N)Nc2ccc(Cl)cc2)n1	13
CCC(=O)Nc1c(-c2ccccc2)nc2c(C)cccn12	-7
Cc1ccc(C2C(=O)N(C3CCCCC3)CC(=O)N2C2CCCC2)cc1 (stereo unspecified)	1
O=[N+]([O-])c1ccc(-c2nc3cc([N+](=O)[O-])ccc3n2-c2ccccc2)cc1	-24
Cc1oc(-c2cccs2)nc1CS(=O)CC(=O)NCCCOC(C)C (stereo unspecified)	-17
Cc1c(O)ccc(-c2[nH]ncc2Oc2ccccc2)c1O	-11
NC(=O)C[C@@H]1N[C@]2(C(=O)Nc3ccccc32)[C@@H]2C(=O)N(C3CCCCC3)C(=O)[C@H]12	-5
O=C(CSc1nn(-c2ccccc2)c(=S)s1)Nn1cnnc1	0
CCC(C)NS(=O)(=O)c1ccc2c(c1)CCC(=O)N2 (stereo unspecified)	-1
CC(=O)c1ccc(NC(=O)c2cnc3ccccc3n2)cc1	-25
N#CC1=C2SCC(O)(c3ccccc3)N2C(=O)CC1c1ccccc1 (stereo unspecified)	0

Next part:
14-3-3 PPI | structure
39* | O=C(NCc1cccnc1)c1cc2nc(-c3cccs3)cc(C(F)(F)Cl)n2n1
-69 | CC1(C)CC(=O)C2=C(C1)N=C1c3ccccc3C(=O)C1C2c1ccc([N+](=O)[O-])cc1 (stereo unspecified)
1 | O=C(NCc1ccccn1)c1ccc2c(c1)N(Cc1ccc(F)cc1)C(=O)CS2
-3&-17 | O=C1Nc2cc(C(=O)N3CCN(Cc4ccccc4)CC3)ccc2SC1N1CCOCC1 (stereo unspecified)
5 | O=C(Nc1cccnc1)c1cc(Br)ccc1OCc1ccccc1Cl
-10 | O=[N+]([O-])c1ccc(Cl)cc1Sc1nc2ccccc2s1
-2 | CCOC(=O)c1ccc(N2C(=O)C3C4C=CC(C5CC45)C3C2=O)cc1 (stereo unspecified)
-11 | Cc1ccc(N2CC(C(=O)NCCc3ccc(S(N)(=O)=O)cc3)CC2=O)cc1 (stereo unspecified)
2 | CCOCCCn1c(=S)[nH]c2cc(C(=O)NCc3ccc(F)cc3)ccc2c1=O
-6 | O=C1[C@@H]2C(Cc3ccc(O)cc3)NC3(C(=O)Nc4ccc(F)cc43)[C@@H]2C(=O)N1c1ccccc1 (stereo partly specified)
-17 | COc1ccc(NC(=O)c2ccccc2SCc2ccc(F)cc2)cc1OC
0 | COc1cc(C(=O)Nc2c(C(C)C)cccc2C(C)C)c(Br)c(OC)c1OC
-1 | COc1ccc(S(=O)(=O)N2CCC(C(=O)Nc3ccc(OC)c(OC)c3)CC2)cc1C
-8 | CC(=O)OCC1OC(n2ccc(=O)[nH]c2=O)CC1OC(C)=O (stereo unspecified)
-48 | COc1ccccc1NC(=O)CSc1oc(-c2ccc(F)cc2)nc1S(=O)(=O)c1ccc(C)cc1
0 | Cc1nnc(SCc2ccccc2)n1N
-6 | C#CCN(CC#C)c1ccc([N+](=O)[O-])cc1
8 | Cc1cccnc1NC(=O)c1cc2c(=O)oc3ccccc3c2s1
1 | COc1ccc(C2C3=C(CC(C)(C)CC3=O)Nc3ccccc3N2C(=O)c2ccc(Br)cc2)cc1 (stereo unspecified)
-4 | CCCCN(CC)C(=O)C1CCCN(S(=O)(=O)c2cccc3nsnc23)C1 (stereo unspecified)
2 | O=C(CN1C(=O)COc2ccccc21)Nc1ccc2c(c1)OCCO2
-11 | COc1ccc(NC(=O)c2cc(-c3ccc(OC)c(OC)c3)on2)cc1
-2 | Cc1cccn2c(=O)c3cc(C(=O)N4CCCC4)sc3nc12
2 | Cc1ccc(C)n1-c1ccc(-c2ccc(-n3c(C)ccc3C)cc2)cc1
-6 | CCCC(=O)Nc1ccc(N2CCN(C(=O)c3ccccc3C)CC2)cc1
-33 | Cc1ccc(C(C(=O)NC2CCCC2)N(C)Cc2ccccc2)cc1 (stereo unspecified)
-1 | CCOC(=O)c1c(NC(=O)C(C)Oc2ccc(OC)cc2)sc(C)c1C (stereo unspecified)
-5 | NC(=O)CN1CCN(CC(=O)Nc2ccc(Cl)cc2)CC1
0 | NC(=Nc1ccccc1)NC(=O)c1nc(Cl)c(N)nc1N
-17 | COCc1cc(C)nc2sc3c(c12)NC(c1cccs1)NC3=O (stereo unspecified)
-16 | Cc1c(C(=O)Nc2cnc3ccccc3c2)sc2ncnc(N3CCC(C)CC3)c12
-5 | CC(=O)OCCCNc1nc(-c2ccc(Cl)cc2)nc2ccccc12
5 | Cc1c(C(=O)O)oc2ccc(S(=O)(=O)N3CCCCC3)cc12
-8 | COc1ccc(NC(=O)c2cnn3c(C(F)(F)F)cc(-c4ccc(C)cc4)nc23)cc1OC
-6 | Cc1c(NC(=O)COc2ccccc2[N+](=O)[O-])c(=O)n(-c2ccccc2)n1C
1 | O=C(CCCn1c(=O)[nH]c2ccccc2c1=O)N1CCN(c2ccccn2)CC1
3 | Oc1c(C(O)(C(F)(F)F)C(F)(F)F)ccc2cccnc12
4 | Cc1cccc(-n2nc3c(c2NC(=O)c2ccc(S(=O)(=O)N4CCCCC4)cc2)CSC3)c1C
0 | O=C1CCC(C(=O)N(c2ccccc2)C2(C(=O)NC3CCCCC3)CCCCC2)N1 (stereo unspecified)
3 | CCOC(=O)c1ccc(NC(CC(=O)c2ccc([N+](=O)[O-])cc2)c2ccc(Br)cc2)cc1 (stereo unspecified)
-2 | Cc1ccc2nc(-c3ccc(NC(=O)c4ccco4)cc3)sc2c1
0 | CC(=O)Oc1c(Cl)c(N2CCOCC2)c(OC(C)=O)c2ccccc12
-10 | Cc1cc(OCC(=O)N2CCc3ccccc32)ccc1[N+](=O)[O-]
4 | C=CCNc1nc(Nc2ccc(OC)cc2OC)nc(OCC)n1
-2 | Cc1nc(=O)c(-c2ccccc2)c(C)n1Cc1ccccc1
-5 | CCOc1ccccc1NC(=O)COc1cccc(Cl)c1
1 | CC1CCCC(NC(=O)CCNC(=O)Cn2ccc3ccccc3c2=O)C1C (stereo unspecified)
3 | CCOc1nc2c(c(=O)n(C)c(=O)n2C)n1C
1 | CCOc1ccccc1NC(=O)CN(c1ccc(OC)cc1)S(=O)(=O)c1c(C)noc1C
-69 | COc1ccc(-n2cnc3cc(C(=O)NCc4ccccn4)ccc32)cc1

Next section:
14-3-3 PPI | structure
-18 | CCOC(=O)C(NC(C)=O)(Nc1ccc(S(=O)(=O)Nc2nccs2)cc1)C(F)(F)F (stereo unspecified)
-31 | O=C(NC1CCN(Cc2ccccc2)CC1)c1cc2c(=O)[nH]c3ccccc3c2s1
8 | CC(=O)c1ccc(NC(=O)N[C@@H](Cc2ccccc2)C(=O)O)cc1
-2 | Cc1ccc(NC(=O)c2ccc(OC(=O)c3ccco3)cc2)cc1
